Source: PubChem BioAssay (Broad Institute)
Casp6 inh = inhibitors of human caspase-6; AID 686996; hit rate 0.53% among 350,000; purified caspase-6, Z-VEID-R110 cleavage fluorescence; P55212; inhibition, % at 12.5 µM;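 active = mean inhibition across replicates at least about 35%, with every replicate also reaching that limit, limit read from the data; inconclusive = only one of the two criteria met; inactive = neither criterion met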;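 note: 0% = median of neutral control wells and 100% = no fluorescence left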
Target sequence (P55212 24-179 limits assumed): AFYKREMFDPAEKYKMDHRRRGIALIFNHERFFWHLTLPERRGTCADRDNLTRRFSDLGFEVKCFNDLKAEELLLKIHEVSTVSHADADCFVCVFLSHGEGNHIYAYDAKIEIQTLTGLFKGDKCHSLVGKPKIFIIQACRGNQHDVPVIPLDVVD
Target sequence (P55212 194-293 limits assumed): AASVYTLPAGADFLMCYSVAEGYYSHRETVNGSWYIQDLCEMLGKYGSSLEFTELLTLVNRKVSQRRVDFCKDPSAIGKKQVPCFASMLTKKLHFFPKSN
DENV2 CPE = protects cells from dengue virus 2 cytopathic effect; hit rate 1.7% among 350,000; DENV2-infected cells, cytopathic effect rescue, plate reader; CPE inhibition, % at 9.99 µM; in the data active = CPE inhibition above about 20%, passing the limit was not always enough; inconclusive = no clear call, values can overlap the other calls; tested in BHK-21 cells;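 note: 0% = median of neutral control wells and 100% = median of positive control wells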
PAX8 inh HTS = lowers PAX8-driven luciferase in RMG-I cells. RMG-I TPO-luciferase reporter, SteadyGlo, 24 h. hit rate 1.2% among 360,000. inhibition, % at 12.6 µM;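 active = mean replicate inhibition at least 60% with every replicate also reaching 60%; inconclusive = only one of the two criteria is met; inactive = mean below 60% and not all replicates reaching 60%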;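 note: luciferase light reporting Pax8 driven TPO promoter activity; plate controls were median of neutral control wells for no effect and mitoxantrone controls for full effect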
SIRT5 inh = sirtuin-5 (human) deacylase inhibition | Q9NXA8 | Purified SirT5, succinyl-peptide AMC, trypsin-coupled fluorescence | inhibition, % at 15 µM | hit rate 1.1% among 330,000 | AID 652115; in the data active = inhibition above about 15%; inconclusive = no clear call, values can overlap the other calls
Target sequence (Q9NXA8 whole entry, looked up): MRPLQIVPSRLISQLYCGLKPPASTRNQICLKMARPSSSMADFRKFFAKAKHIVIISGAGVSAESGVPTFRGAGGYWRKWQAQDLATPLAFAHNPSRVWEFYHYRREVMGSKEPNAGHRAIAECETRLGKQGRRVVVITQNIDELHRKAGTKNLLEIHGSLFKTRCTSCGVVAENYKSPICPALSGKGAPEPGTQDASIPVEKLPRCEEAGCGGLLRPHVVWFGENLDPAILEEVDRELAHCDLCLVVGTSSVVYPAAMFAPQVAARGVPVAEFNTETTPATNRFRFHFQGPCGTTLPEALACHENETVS
EWS-Fli block = blocks EWS/Fli oncoprotein-driven transcription | A673 NR0B1-luciferase reporter, viability-normalised | inhibition, % at 12.6 µM | hit rate 0.67% among 350,000;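 active = mean inhibition of at least 50% after viability correction, with every replicate also passing that limit; inconclusive = mean reaches 50% but only one of two replicates passes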;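 note: firefly luciferase signal divided by Alamar Blue viability fluorescence both relative to DMSO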
LGR2 inh = Drosophila LGR2 receptor signaling inhibition; HEK293 LGR2, CRE-luciferase, bursicon-stimulated, 4 h; inhibition, % at 9.99 µM; hit rate 0.35% among 380,000; AID 720647;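 active = drop in luminescence signal, shown as inhibition above about 50% in the replicate tests, limit read from the data, passing the limit was not always enough; inconclusive = probably only some replicates passing the limit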;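 note: agonist challenge used bursicon conditioned medium at about half maximal strength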
ARNT TACC3 PPI = disruptors of human ARNT/TACC3 interaction | inhibition, % at 9.99 µM | hit rate 0.66% among 390,000 | AlphaScreen His-ARNT PAS-B/GST-TACC3 binding, luminescence; TACC3 fragment carries E629A point mutation | AID 623870;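 active = mean inhibition of replicates at least 50% and at least half of replicates each reaching 50%; inconclusive = half or more replicates reach 50% but mean below 50%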;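 note: 0% = complete ARNT plus TACC3 wells and 100% = ARNT alone without TACC3; many hits fall short of the cut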
Numbers without * were called inactive; ? = inconclusive; nt = not tested or not shown; & = joins results of further samples.

SMILES | Casp6 inh | DENV2 CPE | PAX8 inh HTS | SIRT5 inh | EWS-Fli block | LGR2 inh | ARNT TACC3 PPI
CC(=O)c1c(C)oc2ccc(N(C(C)=O)S(=O)(=O)c3ccc(Br)cc3)cc12 | -3.1 | -2.1 | -3.0 | -3.1 | 8.4 | 7.9 | -0.7
Cc1ccc(S(=O)(=O)Nc2ccc3c(c2)C(=O)N([C@H](C)CO)C[C@@H](C)[C@@H](CN(C)C)O3)cc1 | -1.5 | 2.0 | -1.3 | -2.4 | -2.1 | -4.9 | -4.8
COc1ccc(OC)c(NC(=O)c2cccc(NC(=O)c3ccco3)c2)c1 | 1.8 | ? | -3.8 | nt | -56.9 | -21.0 | nt
COc1ccc(NC(=O)c2ccc(OCC3CCCO3)cc2)cc1Cl (stereo unspecified) | 1.1 | 2.2 | -132.9 | -2.1 | -59.2 | -43.3 | -3.3
C[C@@H]1CN([C@@H](C)CO)C(=O)c2cc(NS(=O)(=O)c3ccc(Cl)cc3)ccc2O[C@@H](C)CCCCO[C@H]1CN(C)Cc1ccncc1 | 0.4 | -3.4 | -19.5 | 2.4 | 15.3 | 6.7 | -1.9
Cc1nc(SCC(=O)N2c3ccccc3NC(=O)CC2C)c2c(C)c(C)sc2n1 (stereo unspecified) | 2.9 | -3.9 | 26.0 | 10.5 | 16.5 | 16.2 | 8.3
C[C@H]1CN([C@@H](C)CO)S(=O)(=O)c2ccc(C#Cc3ccncc3)cc2O[C@@H]1CN(C)C | -0.7 | 10.0 | nt | 1.7 | 6.3 | -20.2 | -1.6
O=C1CC(=O)N(c2ccccc2)N1c1ccccc1 | 1.8 | nt | 31.5 | 2.6 | 2.0 | 12.3 | -29.0
CC(OC(=O)/C=C/c1ccc(Br)cc1)C(=O)N1CCOCC1 (stereo unspecified) | 6.4 | 1.5 | -5.5 | -6.6 | -0.8 | -14.1 | 3.7
CCCC#Cc1cnc2c(c1)C(=O)N([C@@H](C)CO)C[C@@H](C)[C@@H](CN(C)C(=O)C1CCC1)O2 | -1.6 | -7.3 | nt | -1.6 | -2.7 | 5.5 | -0.9
CCn1cc(/C=C(\NC(=O)c2ccccc2Cl)C(=O)N2CCN(C)CC2)c2ccccc21 | -1.1 | 15.0 | -0.8 | 0.3 | nt | -13.5 | 7.2
COc1ccc(CN(C)C[C@@H]2Oc3ccc(NC(=O)Nc4ccc(F)cc4)cc3CC(=O)N([C@H](C)CO)C[C@@H]2C)cc1 | 1.7 | -2.4 | 12.0 | 4.2 | -0.6 | 9.6 | 6.7
CCCOc1ccc(Cn2c(=O)oc3ccc(C)cc32)cc1 | -1.0 | -1.1 | -7.9 | -0.9 | -7.4 | -0.9 | -5.3
O=C(C[C@H]1C[C@@H]2c3cc(NC(=O)Nc4ccc(F)cc4)ccc3O[C@@H]2[C@H](CO)O1)NCC1CC1 | nt | 3.8 | -9.6 | nt | -6.3 | -4.4 | -7.9
CCN(CC)C(=O)COCc1cc(-c2ccc3c(c2)OCO3)on1 | -0.7 | -5.3 | -1.4 | -5.2 | -2.6 | -9.9 | 16.9
Cc1ccc(CNC(=O)C(=O)c2cn(CC(=O)N3CCCC3)c3ccccc23)cc1 | 2.8 | -9.5 | -41.7 | 2.4 | nt | -1.6 | 3.7
CCn1c(=O)[nH]c2cc(C(=O)Nc3cc(C)cc(C)c3)ccc2c1=O | 2.4 | -0.8 | -0.2 | -2.2 | -3.3 | -9.4 | 3.5
Cc1ccc(OCc2ccc(C(=O)NNC(=S)NCC3CCCO3)o2)c([N+](=O)[O-])c1 (stereo unspecified) | 1.3 | 5.4 | 14.7 | -0.1 | 5.5 | 4.5 | -6.0
COc1cc(C)nc(NS(=O)(=O)c2ccccc2Cl)n1 | -1.2 | 0.2 | -1.2 | -0.4 | 13.3 | 2.5 | -2.9
O=C(COC(=O)c1cccc(N2C(=O)c3ccccc3C2=O)c1)Nc1ccccc1 | 2.3 | -4.8 | -0.1 | -2.5 | 7.6 | 9.8 | -11.4
CC(C)Cn1c(N)c(C=O)c(=O)n(C)c1=O | 0.1 | 7.6 | 2.6 | -2.4 | 3.4 | 14.2 | 2.0
Cc1ccc(CN2CCC2(C)C(=O)NC2CCc3ccccc32)cc1 (stereo unspecified) | 3.5 | 3.1 | -6.3 | -2.9 | 16.4 | -8.4 | nt
COc1cc(NC(=O)CN2C(=O)CN(C)C2=O)c(C)cc1[N+](=O)[O-] | -3.2 | 5.5 | 1.2 | -8.0 | 9.6 | -16.3 | 3.5
CC(C)N(Cc1ccccc1)C(=O)Cn1c(=O)cnc2ccccc21 | -0.8 | -3.9 | 17.8 | -4.2 | 11.2 | -19.4 | -4.9
Cc1cccc(S(=O)(=O)N2CCCCN3[C@H](CO)[C@@H](c4ccc(-c5cccnc5)cc4)[C@@H]3C2)c1 | 0.8 | -2.1 | 4.2 | -0.2 | nt | 14.0 | -3.4
CC(Sc1nnc(Cc2ccccc2)o1)C(=O)Nc1ccccc1[N+](=O)[O-] (stereo unspecified) | 2.7 | 0.7 | -9.7 | -5.6 | -22.1 | 3.4 | -5.4
Cc1cnc(C(=O)N(c2ccc(N3CCOCC3)cc2)C2C(=O)Nc3ccccc3N=C2c2ccc(F)cc2)cn1 (stereo unspecified) | 6.0 | 2.3 | -6.4 | 0.2 | -4.7 | -31.2 | nt
Cc1ccc(C(CNS(=O)(=O)c2ccc(F)cc2)N2CCN(C)CC2)cc1 (stereo unspecified) | -0.2 | -1.6 | 5.5 | -4.0 | 0.5 | 2.6 | 1.4
NC(=O)N/N=C/c1coc2ccc3ccccc3c2c1=O | -2.3 | -1.7 | 9.5 | -1.7 | 6.5 | nt | -1.8
COc1ccc(C)cc1S(=O)(=O)Nc1cccc(-c2cn3cccnc3n2)c1 | 3.8 | -8.5 | 8.6 | -16.5 | nt | 4.2 | nt
COc1ccc(-c2[nH]ncc2CN2CCCC(C(=O)c3ccc(OC)cc3OC)C2)cc1 (stereo unspecified) | 2.7 | nt | 14.1 | -0.4 | 12.8 | 0.2 | nt
Cc1ccc(N(C(=O)c2csnn2)C(C(=O)NC2CCCC2)c2ccccn2)cc1 (stereo unspecified) | -0.7 | -0.1 | -9.4 | 0.9 | 4.6 | -2.0 | -5.9
C[C@@H]1CN([C@@H](C)CO)C(=O)CCCn2cc(nn2)CO[C@@H]1CN(C)S(=O)(=O)c1ccc(-c2ccccc2)cc1 | 4.5 | 2.9 | 5.4 | -4.5 | 12.4 | -9.4 | -6.3
CCN(C[C@H]1N[C@@](CC)(C(=O)OC)[C@H]2C(=O)N(C)C(=O)[C@@H]12)C(=O)c1ccccc1 | 19.7 | 5.2 | -2.5 | 2.2 | -0.7 | -0.3 | -3.6
CCN(c1cccc(C)c1)S(=O)(=O)c1nnc(NC(=O)c2ccco2)s1 | 22.5 | 9.7 | -17.2 | 1.1 | -2.8 | 13.8 | 6.0
COCC(=O)N(C)C[C@H]1Oc2ncc(C#CCC3CCCC3)cc2C(=O)N([C@@H](C)CO)C[C@H]1C | 1.7 | -3.1 | nt | 6.2 | 6.3 | -14.2 | 5.7
C[C@]12c3[nH]c4ccc(Cl)cc4c3CCN1C(=O)[C@@H](CC(=O)NCCCn1ccnc1)C[C@@H]2C(=O)N1CCOCC1 | -20.2 | 6.1 | -21.2 | -0.5 | 7.8 | -27.2 | -3.0
CCOC(=O)/C(C#N)=C/c1ccc(N2CCN(C)CC2)cc1 | nt | nt | -36.4 | nt | nt | -17.5 | -4.9
OC(COCC1COc2ccccc2O1)CN1CCN(c2ccccn2)CC1 (stereo unspecified) | 20.4 | -0.2 | -12.0 | -2.2 | -4.7 | 1.0 | 2.8&-2.0
Cc1ccc(S(=O)(=O)N2CCCCC2)cc1NS(=O)(=O)c1ccccc1F | -4.5 | -1.4 | 10.5 | nt | 3.9 | nt | -6.4
Cc1ccc(NC(=S)N(CCCN2CCOCC2)Cc2ccccn2)cc1 | -3.2 | nt | 110.4* | 0.2 | 2.9 | -2.4 | -1.0
Cc1cccc(NC(=O)CSc2nnc(CNC(=O)c3cccs3)o2)c1C | 0.3 | -4.5 | 0.5 | nt | 1.1 | 1.9 | nt
Cc1ccc(N(C)S(=O)(=O)c2cccc(C(=O)NNC(=O)c3ccncc3)c2)cc1 | -5.0 | 6.1 | -2.2 | 2.3 | -6.1 | 14.3 | 13.9
C[C@@H]1CN([C@@H](C)CO)C(=O)c2cccc(NC(=O)c3ccc(-c4nccs4)cc3)c2O[C@@H]1CN(C)S(=O)(=O)c1cccs1 | 1.0 | 3.5 | nt | -0.1 | 30.7 | -2.8 | -6.1
COCC(=O)N(C)C[C@@H]1Oc2ncc(C#CC(C)(C)O)cc2C(=O)N([C@H](C)CO)C[C@H]1C | -2.9 | -0.8 | -16.3 | 0.4 | -2.8 | 9.3 | -4.2
c1csc(-c2noc(CN3CCOCC3)n2)c1 | 2.0 | 1.3 | -23.3 | -3.8 | -26.8 | 1.7 | -5.2
COc1ccc(S(=O)(=O)Nc2cccc3c2O[C@H](CN(C)Cc2ccc4c(c2)OCO4)[C@H](C)CN([C@H](C)CO)C3=O)cc1 | 2.4 | ? | -7.1 | 1.6 | 13.9 | -2.5 | -3.4
O=C1CN2NC(=S)N(c3ccccc3)C2=CN1c1ccc(Cl)cc1 | 0.7 | 1.0 | 14.8 | -1.9 | 3.6 | 13.5 | -3.9
O=C(CC(c1ccccc1)c1ccccc1O)NCCc1ccccc1 (stereo unspecified) | 0.9 | -6.8 | 2.9 | -4.5 | -1.5 | 3.1 | -3.1
C=CCN1C=C2C(=O)C(C)(OC(=O)c3cccs3)C(=O)C=C2C=C1CCCC(=O)OC (stereo unspecified) | 4.6 | ? | -0.5 | nt | -8.3 | 5.2 | 15.0
CCCCNC(=O)CNC(=S)N(Cc1ccccc1)Cc1cccs1 | -4.1 | 3.3 | 10.3 | 0.6 | -8.7 | 3.0 | -4.9
CNC[C@H]1Oc2ccc(NC(=O)Nc3c(C)noc3C)cc2CC(=O)N([C@H](C)CO)C[C@H]1C | nt | nt | -18.0 | nt | 2.0 | 12.1 | nt
Oc1ccc(NCc2cccc(OCc3ccccc3)c2)cc1 | 4.8 | -3.9 | -15.6 | -2.1 | -12.6 | -7.2 | 34.3
COC(=O)C[C@@H]1CC[C@H]2[C@H](COc3ccc(NC(=O)Nc4cc(C)cc(C)c4)cc3C(=O)N2C)O1 | 0.1 | -2.1 | 5.7 | 0.3 | 64.3* | 9.1 | 1.3
COCCn1c(-c2ccccc2Cl)nc2c(c(=O)c3ccccc3n2C)c1=O | -2.3 | -2.3 | 10.4 | -1.4 | -11.2 | 3.4 | 0.9
C[C@@H]1CCC[C@]2(O[C@H](CCO)C[C@H](O)[C@H]2O)O1 | -2.1 | -10.7 | -2.1 | -2.7 | -7.6 | 0.1 | 10.9
CCCCNc1nc2c(-c3ccccc3)nnn2c2ccccc12 | -2.2 | -3.1 | 11.8 | -1.8 | 6.7 | 6.8 | -7.7
CC(C)NC(=O)N(C)C[C@@H]1Oc2cc(C#C[C@@H](C)O)ccc2S(=O)(=O)N([C@@H](C)CO)C[C@H]1C | 0.8 | ? | -16.2 | -2.8 | -16.0 | -0.6 | -2.3
COc1ccc(C(=O)NCC(=O)OCCCOC(=O)CNC(=O)c2ccc(OC)c(OC)c2)cc1OC | -0.8 | -3.4 | -13.0 | 5.9 | 2.9 | -3.5 | -2.9
COc1ccc(-c2cc(C(=O)N3CCN(c4ccccc4O)CC3)c3ccccc3n2)cc1OC | 1.4 | -1.7 | nt | -2.9 | nt | -16.1 | 2.1
COc1ccc(-c2[nH]ncc2CN(CCO)Cc2cccs2)c(F)c1 | -2.6 | 1.7 | -5.2 | -1.4 | -8.3 | nt | -3.0
Cn1cc(C2OC(=O)c3ccccc32)c2ccccc21 (stereo unspecified) | 1.2 | 7.5 | 14.3 | nt | -2.6 | -29.3 | -12.0

Reformatted with tabs: part of the list above.
structure	Casp6 inh	DENV2 CPE	PAX8 inh HTS	SIRT5 inh	EWS-Fli block	LGR2 inh	ARNT TACC3 PPI
O=C(CC(c1ccccc1)c1ccccc1O)NCCc1ccccc1 (stereo unspecified)	0.9	-6.8	2.9	-4.5	-1.5	3.1	-3.1
C=CCN1C=C2C(=O)C(C)(OC(=O)c3cccs3)C(=O)C=C2C=C1CCCC(=O)OC (stereo unspecified)	4.6	?	-0.5	nt	-8.3	5.2	15.0
